USP1 inh = blocks the human USP1/UAF1 deubiquitinase complex; recombinant USP1/UAF1, Ub-Rhodamine cleavage fluorescence; 390,000 compounds, 0.23% hits; Potency, µM (highest dose often 57.1 µM), without a hit: at the highest dose activity change, negative = inhibition, usual class: inhibitors; O94782; note: potency is the fitted concentration of half-maximal effect; % is set by controls: 0 for no effect and ±100 for the full control effect; nearly all actives have a fitted effect of over 60% in size; inactives centre near -12
Target sequence (O94782 whole entry, looked up): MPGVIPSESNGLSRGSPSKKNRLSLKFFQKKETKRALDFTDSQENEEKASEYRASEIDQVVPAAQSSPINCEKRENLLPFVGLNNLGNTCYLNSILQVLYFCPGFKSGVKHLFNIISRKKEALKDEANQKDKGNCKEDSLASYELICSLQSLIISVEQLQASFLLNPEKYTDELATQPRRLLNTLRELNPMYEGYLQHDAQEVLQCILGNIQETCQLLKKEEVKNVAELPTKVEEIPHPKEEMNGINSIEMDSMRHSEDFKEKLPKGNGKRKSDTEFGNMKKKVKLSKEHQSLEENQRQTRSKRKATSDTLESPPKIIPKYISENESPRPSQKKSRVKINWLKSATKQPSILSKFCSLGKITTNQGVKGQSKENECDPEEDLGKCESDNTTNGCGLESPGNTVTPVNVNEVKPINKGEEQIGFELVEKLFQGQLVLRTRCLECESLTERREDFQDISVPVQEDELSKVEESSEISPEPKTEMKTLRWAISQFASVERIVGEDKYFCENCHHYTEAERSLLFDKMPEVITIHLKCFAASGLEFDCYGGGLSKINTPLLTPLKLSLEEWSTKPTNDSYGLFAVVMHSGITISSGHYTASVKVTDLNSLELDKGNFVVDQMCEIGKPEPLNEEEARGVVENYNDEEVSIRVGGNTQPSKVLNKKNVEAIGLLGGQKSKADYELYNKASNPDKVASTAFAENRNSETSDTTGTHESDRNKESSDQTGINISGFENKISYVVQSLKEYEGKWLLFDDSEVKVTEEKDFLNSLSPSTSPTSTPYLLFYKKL
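Step one: compound is pinned into 1nM USP1/UAF1 in HEPES pH 7.8 buffer with TCEP. Step two: 15 min room-temperature incubation. Step three: Ub-Rho (150nM final) starts cleavage, tracked by fluorescence over six one-minute reads.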
TrxR1 substrate = substrates of rat thioredoxin reductase 1; purified TrxR1 substrate turnover, NADPH consumption readout; AID 588456; Potency, µM (titrated, usually from 114 µM), for the others: at the top dose activity change, negative = substrate turnover; 390,000 compounds, 0.01% hits; note: potency is the fitted concentration of half-maximal effect; % is set by controls: 0 for no effect and ±100 for the full control effect; nearly all actives have a fitted effect of over 50% in size
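Rat TrxR1, dispensed at 90 nM, was prereduced with 400 uM NADPH (final) for 5 min at ~22 deg C, then incubated with compound 15 min before 400 uM selenite. A first-read NADPH fluorescence drop versus no-compound background flagged substrates.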
Vif-APOBEC3G blk = inhibitors of Vif-APOBEC3G interaction; Q9HC16; HeLa A3G-eYFP + Vif (tagged APOBEC3G with the HIV-1 protein that degrades it), YFP fluorescence, overnight; Potency, µM (titrated, usually from 46.1 µM), without a hit: at the top dose activity, negative = active, usual class: inhibitors; 410,000 compounds, 0.076% hits;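 note: potency is the fitted concentration of half-maximal effect; % is set by controls: 0 for no effect and ±100 for the full control effect; nearly all actives have a fitted effect of over 60% in size; hits raise eYFP signal because A3G escapes Vif-driven loss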
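HeLa cells stably expressing Vif and C-terminally eYFP-tagged A3G, seeded overnight at 37 deg C, then exposed to compound by pintool overnight at 37 deg C. Rise in yellow fluorescence (Ex 488/Em 500-530, Acumen) marks blocked Vif-driven A3G degradation.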
RGS4 inhibitor = human RGS4 inhibition; Potency, µM (series often up to 114 µM), inactives show at the highest dose activity change, negative = inhibition, actives largely listed as inhibitors; 390,000 compounds, 0.039% hits; Transcreener GDP fluorescence polarization, RGS4-accelerated GTP hydrolysis; P49798; note: potency is the fitted concentration of half-maximal effect; % is set by controls: 0 for no effect and ±100 for the full control effect; nearly all actives have a fitted effect of over 75% in size; some results filed as inactive show a strong effect at the top dose
Target sequence (P49798 whole entry, looked up): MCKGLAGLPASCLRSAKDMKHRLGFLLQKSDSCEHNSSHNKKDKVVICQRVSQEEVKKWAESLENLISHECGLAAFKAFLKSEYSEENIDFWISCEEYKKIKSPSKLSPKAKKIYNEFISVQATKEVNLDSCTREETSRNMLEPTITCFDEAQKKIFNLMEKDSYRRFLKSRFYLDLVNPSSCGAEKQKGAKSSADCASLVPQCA
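MLSMR compounds (23 nl, pin-transferred) preincubated 10 min at room temperature with a 500nM (2x) first reagent, then RGS4 at 900nM (2x) plus Transcreener GDP mix added; fluorescence polarization (620/688 nm) read before and after 90 min at 30 °C.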
mIDH1 inhibitor = human IDH1 R132H inhibition. IDH1-R132H enzyme, NADPH consumption, diaphorase/resazurin fluorescence. Potency, µM (doses to about 76.6 µM), for the others: at the top dose activity change, negative = inhibition, actives largely listed as inhibitors. 390,000 compounds, 0.093% hits. AID 602179; note: potency is the fitted concentration of half-maximal effect; % is set by controls: 0 for no effect and ±100 for the full control effect; nearly all actives have a fitted effect of over 65% in size
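IDH1-R132H (0.5 ug/mL) preincubated 30 min with compound, then NADPH (0.016 mM) and alpha-KG (2 mM) added; 80 min at RT, pH 7.5. Remaining NADPH coupled via diaphorase/resazurin to fluorescence (540/590 nm); concentration-response curves normalized to no-enzyme control.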
GRP78 ERSR act = inducers of ER stress response in human glioma cells; U87-MG GRP78 promoter luciferase reporter, 16 h; Potency, µM, without a hit: at the top dose activation, usual class: activators; 420,000 compounds, 0.02% hits; note: potency is the fitted concentration of half-maximal effect; series mostly up to about 76 µM; % of control where 0% means no effect; nearly all actives have a fitted effect of over 35% in size
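Stably transfected U87-MG glioma cells carrying a GRP78-based luciferase sensor; 16 h compound incubation. Luminescence end-point read 10 min after Bright-Glo addition at room temperature.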
TrxR1 inh = rat TrxR1 inhibition; recombinant rTrxR1, NADPH fluorescence consumption, selenite substrate; Potency, µM (doses to about 114 µM), for inactives: top-dose activity change, negative = inhibition, usual class: inhibitors; 390,000 compounds, 1% hits; AID 588453; note: potency is the fitted concentration of half-maximal effect; % is set by controls: 0 for no effect and ±100 for the full control effect; nearly all actives have a fitted effect of over 65% in size
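Rat TrxR1 (90 nM in the dispensed reagent) was pre-reduced with 400 uM NADPH for 5 min at room temperature, then incubated with compound for 15 min. After 400 uM selenite was added, NADPH fluorescence (Ex 340/Em 450 nm) was followed for 8 min.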
LDHA inh = blocks human lactate dehydrogenase A; purified LDHA, NADH/diaphorase-resazurin fluorescence; hits give low values; 480,000 compounds, 0.15% hits; activity change, % (values are at about 110 or 230 µM); in the data active = activity change below about -30%; inconclusive = mostly about -25% to -30%;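 note: plate controls were DMSO wells for no effect and wells without enzyme for full effect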
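Remaining NADH was detected by diaphorase (0.133 mg/mL) converting 37 µM resazurin to fluorescent resorufin, read at 0 and 20 minutes. The preceding 5-minute room-temperature reaction used 2 nM LDHA, 0.2 mM sodium pyruvate and 0.06 mM NADH at pH 7.4.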
Vif-A3F inh = blocks the Vif interaction with APOBEC3F. HeLa A3F-eYFP + Vif (tagged APOBEC3F with the HIV-1 protein that degrades it), YFP fluorescence increase. Potency, µM (titrated, usually from 46.1 µM), without a hit: at the highest dose activity, negative = active. 390,000 compounds, 0.2% hits. AID 602313; note: potency is the fitted concentration of half-maximal effect; % of control where 0% means no effect; nearly all actives have a fitted effect of over 65% in size
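HeLa cells stably expressing A3F-eYFP plus Vif, plated and incubated overnight at 37 deg C, then exposed to compounds overnight at 37 deg C. Blocked degradation read as raised yellow fluorescence (Ex 488/Em 500-530).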
Starred values were filed as active, the others as inactive; ? = inconclusive; . = no result given; [ ] = another dose, or the depositor's remark. Unless noted, calls come from the whole dose curve; as a rule, active = well fitted curve in the direction sought with a large enough effect; inconclusive = small, poorly fitted or top-dose-only effect, or another doubt; inactive = no such curve, though single readings can be large; an effect the other way counts as inactive or inconclusive. Not all compounds are listed. The share of hits here may be higher or lower than overall.

Under each structure – USP1 inh, TrxR1 substrate, Vif-APOBEC3G blk, RGS4 inhibitor, mIDH1 inhibitor, GRP78 ERSR act, TrxR1 inh, LDHA inh, Vif-A3F inh
(1) Cc1ccc(N2C(=O)CC(c3ccsc3)C3=C2CC(C)(C)CC3=O)cc1 (stereo not given)
    -14.0%, -5.7%, 0.3%, -18.7%, 4.1%, -4.5%, 3.0%, -2.1, -1.3%
(2) Nc1ccccc1-c1nc2ccccc2c(=O)o1
    -21.1%, 11.8%, 1.0%, -6.7%, 0.9%, 2.9%, 28.5%, -0.2, 0.4%
(3) O=C(O)c1ccc(NCc2cccs2)cc1
    -14.2%, 8.4%[57.1 µM], 0.4%, -19.8%, 3.9%, -3.1%, 8.1%[57.1 µM], -0.7, ?
(4) O=C1NCCCC1C(=O)N/N=C/c1ccccc1[N+](=O)[O-] (stereo not given)
    -8.0%, -2.6%, 0.3%, -2.5%, -0.4%, -1.3%, 9.3%, -4.0, -9.6%
(5) Cc1ccc(CN(C(=O)c2ccccc2F)c2ccccn2)o1
    -22.3%, 10.2%, -15.2%, -24.8%, -7.3%, -0.9%, ?, -1.1, ?
(6) CCCCCCN(CCCCCC)c1ccc(/C=C/c2ccnc3ccccc23)cc1
    ., -3.9%, -23.6%, ., ., -1.3%, -20.5%, 1.5, .
(7) c1ccc(Cn2nnnc2C(c2cccs2)N2CCOCC2)cc1 (stereo not given)
    -28.0%, 3.9%, -2.5%, -12.1%, 2.3%, -1.8%, 5.4%, -7.8, -1.4%
(8) CC(C)Oc1ccc(-c2cc(=O)[nH]c(=O)[nH]2)cc1
    -2.4%, 22.7%, -1.5%, -6.1%, 1.1%, -2.9%, 39.0%, 1.4, -6.5%
(9) CCOc1ccc2nc(SCC(=O)N(C)C)[nH]c2c1
    -4.7%, 4.9%[57.1 µM], -0.4%, -2.4%, -2.4%, -7.6%, -3.9%[57.1 µM], -4.9, -3.0%
(10) Cc1ccc(S(=O)(=O)n2cccc2CO)cc1
    -20.1%, 2.9%, -1.1%, -12.7%, 5.4%, -4.1%, ?, -1.2, 2.3%
(11) COc1ccccc1NC(=O)c1cc(S(=O)(=O)N2CCOCC2)ccc1Cl
    -2.4%, 4.5%, 1.5%, -31.6%, 1.9%, -3.9%, 5.8%, -9.4, -1.3%
(12) N#Cc1c(/N=C/c2cc(Br)cs2)sc2c1CCC2
    -21.4%, -8.9%, -0.8%, -13.0%, -2.9%, 0.7%, -23.3%, -4.5, .
(13) COc1ccc(/C=C/CN2CCC(n3nccc3NC(=O)C3CC3)CC2)cc1
    -13.7%, 12.2%[57.1 µM], -0.5%, -13.0%[56.9 µM], 1.1%, 0.4%, 37.4%[activator][57.1 µM], -1.3, 0.0%
(14) CC12CC(=O)C3C(CCC4=CC(=O)CCC43C)C1CC=C2CC(=O)O (stereo not given)
    -22.1%, 6.4%[57.1 µM], 7.9%, 15.0%, 5.2%, -7.2%, 7.0%[2.29 µM], -0.6, 7.3%
(15) Cc1nc2ccccc2n1CCc1nc2c3ccccc3nc(SCc3ccc(C#N)cc3)n2n1
    -30.9%, 6.9%[57.1 µM], 0.3%, -1.4%, 15.9%, -2.3%, 23.0%[57.1 µM], 2.9, -1.5%
(16) Cc1cccc(N=C2NN=C(c3c[nH]c4ccccc34)CS2)c1
    ?, 2.1%, -7.2%, 17.6%, -8.5%, -1.8%, 32.2%, -2.5, -5.9%
(17) CC(=O)c1ccc(NC(=O)C(C)n2nc(-c3ccccc3)ccc2=O)cc1 (stereo not given)
    -5.4%, 5.0%, -1.5%, 11.8%, 14.6%, 7.4%, 10.9%, -2.0, -1.5%
(18) C=CCNC(=S)NCC=C
    -21.2%, 3.1%[57.1 µM], 0.9%, -6.3%, -4.6%, -2.8%, 1.2%[57.1 µM], -8.5, 9.4%
(19) CN(CC(=O)Nc1cccc([N+](=O)[O-])c1)S(=O)(=O)c1ccccc1
    -10.8%, -1.3%, 2.8%, -7.1%, 15.6%, -0.4%, 5.3%, 0.0, 0.9%
(20) O=C1/C(=C/N(C(=O)c2ccco2)c2ccc(Br)cc2)Sc2ccccc21
    ?, -3.8%, -21.7%, ?, -12.6%, -7.5%, 14.1µM*, -2.6, -29.8%
(21) COc1cc(C(=O)OCC(=O)Nc2ccc(N3CCOCC3)cc2)ccc1OCC(C)C
    -0.8%, 3.7%, 7.94µM*, 3.9%, -5.8%, -3.6%, 1.8%, -1.3, ?
(22) C=CCn1c(N)c(C(=O)OC(C)CC)c2nc3ccccc3nc21 (stereo not given)
    -16.7%, 467.6%[activator], -4.1%, 6.7%, 5.1%, 0.9%, 4.8%, 5.0, 4.7%
(23) O=C(CSc1nc(Nc2ccccc2)nc(N2CCOCC2)n1)Nc1cc(Cl)ccc1O
    -11.9%, -2.8%, 8.9%, -28.8%, 4.6%, -4.0%, 14.4%, 2.1, -2.2%
(24) CC(C)(C)C(=O)Nc1cccc(C(=O)OCc2cc(=O)n3nc(C4CCCCC4)sc3n2)c1
    -18.3%, -0.7%[57.1 µM], 0.0%, -14.1%, 14.1%, -2.7%, 10.7%[57.1 µM], -0.6, -1.5%
(25) CN(C)c1ccc(C(C(=O)NCc2ccccc2)N(Cc2cccnc2)C(=O)c2snc(C(N)=O)c2N)cc1 (stereo not given)
    -10.6%, 4.7%, -3.3%, -10.8%, 0.0%, -1.0%, 6.3%, -3.6, 0.7%
(26) Cc1ccc(OCC(=O)NC(=S)Nc2ccc(Br)cn2)cc1
    -2.9%, 0.3%, 1.4%, -12.5%, 6.1%, -0.6%, 22.4%, -4.7, 1.4%
(27) COc1ccc(NC(=O)CN(C)C(=O)c2cccc(S(=O)(=O)N3CCN(c4ccc(F)cc4)CC3)c2)cc1
    -7.9%, -4.5%, -1.0%, 4.2%, 10.3%, -4.1%, 29.4%, -3.3, -3.1%
(28) O=C(COC(=O)c1ccc(Cl)s1)c1cc2ccccc2o1
    -26.5%, -8.9%, -9.7%, 15.5%, -0.4%, 0.2%, -22.6%, 6.2, -2.1%
(29) CC(=O)Nc1ccc(SCC(=O)Nc2cc(C)on2)cc1
    -22.3%, 0.9%[57.1 µM], -0.4%, -18.2%, -3.9%, -1.4%, 25.9%[57.1 µM], 0.9, -2.0%
(30) Cc1cc(C)n2nc(SCCC(=O)NCc3ccccc3)nc2n1
    1.6%, 6.2%[57.1 µM], 3.6%, 16.8%, 11.8%, 0.5%, 18.4%[57.1 µM], -6.7, 2.1%
(31) CCOC(=O)c1c(C)[nH]c(C)c1S(=O)(=O)NCC(=O)Nc1ccccn1
    -10.3%, 7.0%, 3.9%, -17.4%, 7.7%, -2.5%, 10.1%, 0.2, 10.4%
(32) Cc1cc([N+](=O)[O-])ccc1NC(=O)c1ccco1
    7.4%, 3.3%[57.1 µM], -1.2%, 16.3%, -0.7%, -4.2%, 1.2%[57.1 µM], -6.9, 1.8%
(33) O=C(CSc1nn(-c2ccccc2)c(=S)s1)NC(=O)NCc1ccco1
    -3.4%, -3.5%, 2.8%, -10.2%, -3.9%, -3.6%, -21.6%, -0.4, 0.1%
(34) O=C(N/N=C/c1ccc(Cl)cc1Cl)c1n[nH]c2c1CCCC2
    -10.3%, 3.8%, ?, -5.3%, 3.4%, 4.9%, 2.5%, -4.1, -17.7%
(35) O=C1c2cccnc2-c2ncccc21
    -22.8%, 13.1%[57.1 µM], 0.8%, -2.9%, 6.2%, -4.4%, 3.9%[57.1 µM], -5.4, -7.8%
(36) COC(=O)CNC(=O)CSc1nc2c(sc(=S)n2-c2ccccc2)c(=O)[nH]1
    -10.9%, -1.7%[57.1 µM], -0.3%, 6.5%, -2.9%, -0.3%, -2.0%[57.1 µM], -7.3, -0.7%
(37) CC1CC(C)CN(CCCNC(=O)Cc2c(C(=O)O)[nH]c3ccccc23)C1 (stereo not given)
    -21.7%, 11.2%, -8.1%, -24.8%, 4.2%, -2.7%, 18.0%, 2.8, -7.9%
(38) O=C1OC(Nc2ccc(F)cc2F)c2ccccc21 (stereo not given)
    2.2%, 9.2%[57.1 µM], 4.4%, 3.8%[11.4 µM], -8.3%, -8.2%, -7.3%, -4.8, 8.9%
(39) CCOC(=O)c1cnc(-c2ccccc2O)nc1Cl
    -8.4%, 1.6%[57.1 µM], 0.6%, 3.0%, 23.6%, 18.4%, 9.2%[57.1 µM], 0.5, 5.0%
(40) COc1cc(OC)c(N(C)C(=O)c2cn(C3CCCC3)c(=O)c3c2c2ccccc2n3C)cc1Cl
    -25.8%, 6.3%, -2.2%, 15.5%, -21.5%, -2.3%, 22.9%, -4.4, -1.1%
(41) Cc1ccc(S(=O)(=O)NCCC(=O)N2CC(C)OC(C)C2)cc1 (stereo not given)
    -16.7%, -2.0%, 2.6%, 6.2%, 2.7%, -5.6%, -1.7%, -2.3, 7.5%
(42) O=C(NCc1ccco1)C1Cc2ccccc2CN1C(=O)c1ccco1 (stereo not given)
    -3.7%, -20.5%[11.4 µM], -0.6%, -38.1%, 1.9%, 0.8%, -43.0%, 4.4, -7.4%
(43) Cc1ccc(NC(=O)CN2C(=O)C(c3ccc(C(C)(C)C)cc3)=NC2(C)C)cc1
    13.4%, -7.4%, 6.0%, 5.0%, -15.4%, -2.8%, -9.0%, -18.5, 5.8%

Screening data deposited in PubChem BioAssay by National Center for Advancing Translational Sciences (NCATS).
